GSK3beta inhib: human GSK3beta kinase inhibitors, primary screen, biochemical, cell-free homogeneous, HTS; AID 2097, 2009; 300,000 compounds, 0.038% hits; GST-GSK3beta kinase, ADP-Glo luminescence, 60 min; active compounds read low; activity score (negative = inhibition), % at 10 µM; Glycogen synthase kinase-3 beta (Homo sapiens), P49841;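 active means more than half of replicate wells score below -50%, meaning over 50% inhibition versus plate controls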;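 further: 0% = median DMSO wells and -100% = median GW8510 positive control wells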
Target sequence (P49841 whole entry, looked up): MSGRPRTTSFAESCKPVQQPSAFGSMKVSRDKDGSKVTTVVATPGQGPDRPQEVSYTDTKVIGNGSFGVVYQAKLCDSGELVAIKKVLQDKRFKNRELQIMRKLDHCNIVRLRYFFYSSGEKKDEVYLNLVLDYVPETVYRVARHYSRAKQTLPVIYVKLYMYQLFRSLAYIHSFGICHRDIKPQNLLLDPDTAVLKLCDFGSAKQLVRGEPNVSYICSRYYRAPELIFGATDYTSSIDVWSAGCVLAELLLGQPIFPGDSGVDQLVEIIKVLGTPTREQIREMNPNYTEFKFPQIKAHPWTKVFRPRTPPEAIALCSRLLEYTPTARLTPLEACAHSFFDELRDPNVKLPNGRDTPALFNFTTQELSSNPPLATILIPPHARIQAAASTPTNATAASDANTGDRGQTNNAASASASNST
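test system = GST-tagged human GSK3beta kinase, cell-free | reagent = 25 µM ATP with peptide substrate | dosing = one dose of 10 µM per compound | schedule = 60 min reaction, RT | detection = luminescent ADP-Glo measurement of ADP formed | control set = DMSO neutral wells and GW8510 at 20 µM as positive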
HSP90 refold inh: HSP90 inhibitors, primary screen, cell lysate, luminescence. 290,000 compounds, 0.91% hits. Rabbit reticulocyte lysate, luciferase refolding luminescence, 3 h. inhibition, % at 5.6 µM. Heat shock protein HSP 90 (rabbit reticulocyte lysate; luciferase refolding). AID 1789, 2009;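 active means inhibition above the screen-wide mean plus 3 SD, computed separately per campaign, cut at about 16% in these data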;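 further: 0% = DMSO wells and 100% = 60 µM geldanamycin wells; inhibitors lower the luminescence because luciferase stays unfolded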
aSyn 5UTR inh: MLPCN primary screen, SNCA 5' untranslated region; alpha-synuclein 5'UTR reporter, inhibitor activity; inhibition, % (tested at 7.5 µM); 300,000 compounds, 0.82% hits; in the data active means inhibition above about 60%;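 further: H4 neuroglioblastoma cells stably carrying SNCA 5'UTR luciferase fusion; 0% = DMSO wells and 100% = positive control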
GSK3 alpha inh: blockers of GSK3A enzyme activity – biochemical, luminescence, cell-free homogeneous, HTS, primary screen. GSK-3 alpha kinase, ADP-Glo luminescence, 60 min. AID 2650, 2010. 320,000 compounds, 0.1% hits. inhibition, % at 10 µM;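 in the data active means inhibition above about 50%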;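 further: GST-tagged GSK-3 alpha with peptide substrate and 25 µM ATP; 0% = DMSO neutral wells and 100% = GW8510 positive control wells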
Target sequence (P49840 whole entry, looked up): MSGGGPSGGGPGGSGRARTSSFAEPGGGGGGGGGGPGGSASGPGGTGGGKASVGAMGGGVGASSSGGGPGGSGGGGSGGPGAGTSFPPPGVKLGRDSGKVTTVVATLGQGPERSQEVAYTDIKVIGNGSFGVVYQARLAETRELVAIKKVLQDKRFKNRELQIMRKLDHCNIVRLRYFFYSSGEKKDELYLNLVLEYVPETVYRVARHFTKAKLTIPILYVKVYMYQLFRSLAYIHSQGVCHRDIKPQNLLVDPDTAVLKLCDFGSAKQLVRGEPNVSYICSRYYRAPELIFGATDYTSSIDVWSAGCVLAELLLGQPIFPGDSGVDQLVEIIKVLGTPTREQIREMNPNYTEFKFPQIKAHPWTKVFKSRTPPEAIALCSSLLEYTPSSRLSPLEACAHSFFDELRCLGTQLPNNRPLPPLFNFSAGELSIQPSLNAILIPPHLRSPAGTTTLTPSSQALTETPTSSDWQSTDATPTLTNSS
AI-2 QS mod: Vibrio harveyi AI-2 quorum sensing modulators, primary screen, JMH597 strain, luminescence/OD600 ratio; Vibrio harveyi JMH597 AI-2 luminescence/OD600 ratio, 9 h; active compounds read low; strain lacks LuxN and CqsS sensors; 0 = neutral-control median; activity change, % at 7.5 µM; 300,000 compounds, 0.4% hits; AID 2094, 2009; in the data active means activity change below about -75%, passing the limit was not always enough;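 further: luminescence divided by OD600 gain over 9 h not by final OD600 alone; inactives centre near 13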
HSF1 inh: HSF1 inhibitors in luciferase reporter cells, primary screen, cell-based, NIH3T3, luminescence; AID 2098, 2009; activity change, negative = inhibition, % at 7.5 µM (by protocol); 300,000 compounds, 0.77% hits; NIH3T3-HGL HSE-luciferase, MG132-induced, luminescence 8 h; active compounds read low;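 active means more than half of replicate wells show activity change below -50%, luminescence cut by over half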;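 further: luciferase reports HSF-1 transcriptional activity via heat shock element; 0% = median of DMSO wells and -100% = zero luminescence signal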
HSF-1 act: HSF-1 activators, primary screen, NIH3T3-HGL cells, MG132 stress, luminescence, single point; activation, % at 9 µM; NIH3T3-HGL HSF-1 luciferase reporter, 8 h; 100% = twice DMSO control signal; 300,000 compounds, 1.7% hits;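 active means mean replicate activation of at least 50% with a set share of replicates each reaching 50%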;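 further: 0% = median of the neutral control wells and 100% = twice that signal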
IEC-6 cytotox: cytotoxicity in IEC-6 intestinal epithelial cells, primary screen, cytotoxicity control for KLF5 inhibitor project, cell-based, luminescence | IEC-6 cytotoxicity, luminescence viability | inhibition, % at 5 µM | 290,000 compounds, 0.78% hits; in the data active means inhibition above about 22%;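 further: 0% = plate median of test compound wells and 100% = cytotoxic reference compound wells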
HIF act: HIF pathway transcriptional activators, primary screen, cell-based, U2OS HRE-luciferase, luminescence | U2OS HRE-luciferase reporter; normalized: DMSO 0%, desferrioxamine 100% | activation, % at 7.5 µM (by protocol) | 300,000 compounds, 0.32% hits;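 active means mean activation of at least 10% of the iron chelator positive control signal, with at least half of replicates also reaching 10%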
KLF5 inh: KLF5 expression inhibitors, primary screen, DLD-1 cells, luminescence | DLD-1 KLF5 promoter-luciferase reporter | AID 1700, 2009 | 290,000 compounds, 0.23% hits | inhibition, % at 5 µM;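 active means inhibition above a per-plate limit of that plate's mean compound inhibition plus 3 SD, cut at about 60% in these data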;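 further: 0% = DMSO wells and 100% = LY294002 at 200 µM; higher means less KLF5 promoter-driven luciferase light; inactives centre near -14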
The depositor's hits bear a star; / = not tested or not shown; & = joins results of further samples.

SMILES | GSK3beta inhib | HSP90 refold inh | aSyn 5UTR inh | GSK3 alpha inh | AI-2 QS mod | HSF1 inh | HSF-1 act | IEC-6 cytotox | HIF act | KLF5 inh
Cc1ccc(OCCNS(=O)(=O)c2cccs2)cc1 | 5.1 | -3.3 | -41.5 | -7.5 | 15.3 | 9.2 | 31.8 | -0.3 | 1.9 | 13.0
COc1ccc(CCNC(=O)c2ccc(CS(=O)Cc3ccc(C)cc3)o2)cc1OC (centres undefined) | 0.6 | -2.2 | 40.1 | -0.9 | 5.0 | 11.0 | 7.3 | 3.1 | -0.2 | 3.1
O=C(Nc1ccccc1)C1=C[C@@H](c2csc3ccccc23)C[C@@H](OCc2ccc(CO)cc2)O1 | 0.2 | 4.1 | 28.4 | -1.1 | 28.0 | -1.9 | 3.0 | 3.0 | 0.9 | 7.3
O=C(O)CCSc1nnc(COc2cccc3cccnc23)n1-c1ccccc1 | 2.0 | -2.7 | 4.5 | 1.0 | 7.4 | 3.0 | 14.6 | 1.5 | -0.2 | -22.0
CCCC(=O)NC(=S)Nc1cc(-c2nc3ncccc3o2)ccc1C | 4.2 | 1.6 | 13.9 | -1.5 | / | 1.8 | -1.2 | 4.7 | -0.3 | 13.8
CNc1ccc(Br)cc(C(=O)/C=C/c2ccc(OC)cc2)c1=O | 2.5 | -1.1 | -34.6 | 0.6 | 12.5 | -1.7 | 11.3 | -0.6 | / | -46.2
COc1cc2c(cc1OC)CN(CC(=O)Nc1ccc(C)c(S(=O)(=O)N3CCOCC3)c1)CC2 | 5.6 | 1.0 | -6.8 | -0.6 | 12.0 | -0.6 | -4.8 | -2.3 | -0.6 | -9.4
Cc1ccnc(N2C3CCC2CC(O)(c2ccccc2)C3)n1 (centres undefined) | 0.4 | 4.2 | 20.8 | 0.7 | 14.1 | -4.3 | 10.6 | 2.7 | -0.1 | -10.2
Cc1cc(S(=O)(=O)NC(C)C)ccc1OCC(=O)Nc1ccc2c(c1)OCCO2 | -6.8 | 3.9 | 15.5 | -0.4 | 15.7 | -6.2 | -18.0 | -3.5 | -0.1 | -0.9
COC1CCN(Cc2c(C(=O)N3CCc4ccccc4C3)nc3ccc(Cl)cn23)CC1 | 2.1 | -3.5 | -2.0 | -2.2 | 9.4 | -1.2 | 14.2 | -1.3 | -0.3 | -26.4
CC(C)(C)c1cc(C(=O)N/N=C/c2cc3c(cc2Br)OCO3)n[nH]1 | -4.3 | 10.3 | -14.3 | 1.2 | -10.2 | -2.2 | -15.3 | 1.2 | -0.4 | -45.2
Cc1nc(SCN2C(=O)c3ccccc3C2=O)n[nH]1 | 1.3 | 2.6 | 33.9 | -1.5 | 4.3 | 0.0 | 9.3 | 7.5 | 0.4 | -10.4
Cn1c(=O)cc(OCC(=O)NCCC2=CCCCC2)c2ccccc21 | 1.1 | -2.1 | -0.5 | 0.7 | 10.0 | 0.0 | 2.4 | 4.5 | -0.4 | -25.3
N#Cc1cc2cc3ccccc3nc2n2c(=O)c3ccccc3nc12 | -1.1 | -0.4 | -15.4 | -0.9 | 26.3 | -4.9 | -15.9 | -8.6 | 0.6 | -9.6
CCOC(=O)C1CCN(c2nc3c(C)cccn3c(=O)c2/C=C(\C#N)S(=O)(=O)c2ccccc2)CC1 | -3.3 | 1.8 | 18.6 | 2.0 | 28.5 | 4.1 | 16.5 | -5.4 | 1.5 | 3.6
COc1ccccc1C(C(=O)NCc1ccccc1)N(C(=O)c1csnn1)C1CC1 (centres undefined) | 3.2 | 2.0 | -15.8 | -2.1 | 10.3 | 3.3 | -0.6 | -3.0 | -0.3 | -15.8
CCOCCn1c(COc2ccc(C)cc2)nc2ccccc21 | 2.4 | 2.1 | -117.8 | -5.5 | 9.4 | 47.3 | 75.9* | 7.0 | 3.3 | -66.8
Cc1ccc(NC(=O)CNc2ccc(OC(C)C)cc2)cc1 | 0.3 | 2.6 | 12.4 | -0.7 | 2.8 | -1.2 | 1.9 | 0.1 | -0.1 | -9.5
CCOC(=O)N1CCc2c(sc3c2C(=O)NC(c2ccccc2)N3)C1 (centres undefined) | -7.9 | 2.1 | -26.8 | -1.5 | 30.4 | -3.6 | 17.1 | 1.6 | 0.0 | 8.2
c1ccc(C(c2ccccc2)N2CCN(c3nc4ccccc4n4cnnc34)CC2)cc1 | 5.8 | 0.0 | 1.3 | -0.9 | 11.4 | -13.7 | 2.3 | -0.2 | -0.2 | -16.9

Complete entries, quoted from the list. Screens in order: GSK3beta inhib	HSP90 refold inh	aSyn 5UTR inh	GSK3 alpha inh	AI-2 QS mod	HSF1 inh	HSF-1 act	IEC-6 cytotox	HIF act	KLF5 inh
CC(C)(C)c1cc(C(=O)N/N=C/c2cc3c(cc2Br)OCO3)n[nH]1 is listed with -4.3	10.3	-14.3	1.2	-10.2	-2.2	-15.3	1.2	-0.4	-45.2
CCOC(=O)N1CCc2c(sc3c2C(=O)NC(c2ccccc2)N3)C1 (centres undefined) is listed with -7.9	2.1	-26.8	-1.5	30.4	-3.6	17.1	1.6	0.0	8.2

Going on with the list.
SMILES | GSK3beta inhib | HSP90 refold inh | aSyn 5UTR inh | GSK3 alpha inh | AI-2 QS mod | HSF1 inh | HSF-1 act | IEC-6 cytotox | HIF act | KLF5 inh
COc1ccc(CCNC(=O)Cc2ccc3c(c2)OCO3)cc1OC | 2.1 | 2.4 | -4.2 | -3.6 | 11.9 | 0.0 | 5.6 | -5.3 | 0.7 | -0.4
Cc1ccc(C(=O)C(C)OC(=O)Cc2c[nH]c3ccccc23)cc1 (centres undefined) | -1.5 | / | 8.3 | -4.3 | 28.5 | 0.0 | -8.5 | / | -0.4 | /
O=C(O)c1cccnc1SC1CC(=O)N(c2cccc3ccccc23)C1=O (centres undefined) | -3.8 | 1.9 | 17.4 | -0.1 | 13.4 | -8.1 | -5.0 | 1.0 | 2.3 | 13.7
COc1ccccc1/C=C/C=N/NC(=O)c1cc(-c2ccc(C)o2)[nH]n1 | -5.1 | 3.1 | -31.6 | -0.1 | 3.2 | -20.3 | -37.4 | -2.1 | 4.3 | -0.1
CC1CCC(C(C)C)C(OC(=O)Cn2c(-c3ccc(Br)cc3)[n+](C)c3ccccc32)C1 (centres undefined) | 0.7&-12.1 | 4.6&8.2 | 6.8&35.0 | 11.7&11.3 | 36.7&15.8 | -6.7&-2.3 | 3.9&-4.0 | 1.9&18.0 | -0.1&-1.7 | -3.3&-7.6
O=C(COC(=O)C1CC1)Nc1ccccc1Sc1ccccc1 | 0.1 | -5.5 | 0.3 | -0.5 | 5.9 | -9.5 | -11.7 | 1.0 | -0.3 | -1.2
CCN(CC)c1ccc(C(=O)N/N=C(\C)c2ccc(OC)c(OC)c2)cc1 | -3.1 | -1.2 | 22.7 | -1.0 | -0.6 | -6.1 | 13.2 | 0.0 | -0.4 | -35.0
COc1cc(C)c(CNc2cc(C)cc(C)c2)cc1C | 0.4 | -1.1 | -1.7 | -6.2 | 16.2 | -6.9 | 2.4 | -3.2 | -0.8 | -8.7
c1cc(-c2nnc3n2CCCCC3)ccn1 | 4.1 | 5.6 | 6.9 | -2.8 | -1.6 | -9.4 | 1.9 | 1.4 | 0.0 | 7.7
CCCN1/C(=C(/C#N)C2=NS(=O)(=O)c3ccccc32)N(C)c2ccccc21 | -2.0 | -1.6 | 6.5 | 1.4 | 13.7 | -3.4 | 9.0 | -1.6 | -0.1 | 0.5
COc1ccc(CNC(=O)Cn2cc3c(n2)CCCCC3)cc1 | 2.2 | -0.3 | 11.3 | 0.1 | 21.8 | -6.0 | -1.1 | 5.1 | 0.1 | -3.8
CCOC(=O)/C=C/C(=O)Nc1ccc(S(=O)(=O)N(C)c2ccccc2)cc1 | -0.6 | 5.4 | -37.1 | / | 19.5 | 43.7 | 67.4* | -2.2 | -0.8 | -22.9
CCOc1ccc(CCNC(=O)CN2C(=O)NC3(CCCc4ccccc43)C2=O)cc1OCC (centres undefined) | -2.6 | / | 6.1 | 0.6 | 2.7 | 1.1 | -3.9 | / | -0.8 | /
COCCNC(=O)C(c1ccc(C)cc1)N(C(=O)CCC(=O)Nc1ccccn1)c1ccccc1C (centres undefined) | -5.0 | -1.6 | -1.4 | -3.1 | 28.0 | 27.1 | 77.8* | 0.8 | -0.6 | -3.8
CSc1cccc(NC(=O)/C=C/c2ccco2)c1 | 0.0 | -0.5 | -177.6 | -2.9 | 11.3 | 22.7 | 34.6 | 3.9 | 4.5 | -24.1
O=C1N/C(=N/c2ccccn2)SC1Cc1ccccc1 (centres undefined) | -0.1 | -0.1 | -1.6 | -1.0 | 14.7 | 2.6 | 8.0 | 2.1 | 0.5 | -17.1
Cc1ccc(NS(=O)(=O)c2c(C)[nH]c(=O)[nH]c2=O)c(C)c1 | 2.4 | -1.7 | 12.2 | -3.8 | 44.3 | 3.5 | 5.9 | -3.3 | -35.9 | -6.7
CS(=O)(=O)N1N=C(c2ccco2)CC1c1ccco1 (centres undefined) | -1.7 | 3.7 | -28.6 | 0.3 | 3.2 | -1.9 | -6.0 | -5.1 | 1.3 | -15.1
O=C(O)CCn1ncc2ccccc2c1=O | 2.8 | -3.0 | 9.4 | 0.2 | 9.1 | -0.2 | 2.3 | -3.2 | -0.7 | 10.9
O=c1c(F)cn(C2CCCO2)c(=O)n1Cc1ccc(Cl)cc1 (centres undefined) | -0.6 | -3.3 | 9.1 | -2.1 | 29.8 | -2.3 | 14.3 | -7.4 | -0.2 | 4.0
O=C(CCNS(=O)(=O)c1ccccc1)NNC(=O)C1COc2ccccc2O1 (centres undefined) | 0.3 | / | 8.9 | 0.4 | 17.4 | -8.7 | 9.4 | / | 0.0 | /
O=C(NC(=S)Nc1nc(-c2cccc3ccccc23)cs1)c1cc2ccccc2o1 | 2.0 | 2.7 | -19.7 | -2.8 | 16.1 | -0.6 | 9.3 | -0.8 | -27.1 | 25.0
CCCC(NC(=O)C(C)NC(=O)CO/N=C1\C=C2CCC3C4CCC(C(C)=O)[C@@]4(C)CCC3[C@@]2(C)CC1)C(=O)O (some centres undefined) | 3.6 | -2.3 | -5.7 | -6.1 | 14.7 | -5.5 | -9.0 | 3.2 | 1.2 | -10.2
Cc1ccc(NC(=O)CN2CCN(C(=O)c3ccco3)CC2)cc1 | -1.1 | 0.5 | -8.2 | 0.5 | 4.3 | -4.5 | -6.1 | 4.5 | -0.3 | -12.7
Fc1cccc(CSc2ncnc3c2oc2ccccc23)c1 | -0.9 | 1.3 | 7.0 | -3.7 | 27.1 | -3.4 | 13.5 | 0.6 | -0.3 | -10.1
CC(C)(C)Nc1ncnc2sc(-c3ccccc3)cc12 | 3.8 | 0.1 | -30.0 | -1.2 | 17.9 | -2.3 | 36.7 | -17.9 | -0.9 | -35.6
O=C(c1cc2ccccn2n1)N1CCN(c2ccccn2)CC1 | -0.4 | -0.3 | -21.4 | -4.3 | 7.3 | -9.8 | 5.1 | 3.5 | 0.4 | -53.4
